APJ antag – antagonists of human apelin receptor APJ, primary screen, CHO-K1 cells, beta-arrestin complementation, luminescence; AID 2521, 2010; inhibition, % at 20 µM; 0.32% of 330,000 active; P35414;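 active = inhibition above about 40% at 20 µM, limit read from the data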;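 note: cells challenged with 10 nM apelin-13 agonist together with compound; plate controls were apelin-13 plus DMSO wells for no effect and DMSO wells lacking apelin-13 for full effect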
Target sequence (P35414 whole entry, looked up): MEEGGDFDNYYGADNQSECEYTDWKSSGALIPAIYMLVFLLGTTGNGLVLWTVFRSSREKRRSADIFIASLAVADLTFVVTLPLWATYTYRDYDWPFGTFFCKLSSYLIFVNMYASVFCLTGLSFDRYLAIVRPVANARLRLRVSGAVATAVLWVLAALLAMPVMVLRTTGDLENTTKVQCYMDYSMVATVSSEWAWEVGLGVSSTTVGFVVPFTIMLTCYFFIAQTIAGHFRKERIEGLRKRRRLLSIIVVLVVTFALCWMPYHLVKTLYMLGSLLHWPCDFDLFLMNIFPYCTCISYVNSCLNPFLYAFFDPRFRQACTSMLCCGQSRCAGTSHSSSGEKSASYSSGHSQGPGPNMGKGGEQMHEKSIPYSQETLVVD
CXCR6 block – CXCR6 receptor inhibitors, primary screen, cell-based, beta-arrestin, luminescence, CHO-K1 PathHunter, 1536-well | C-X-C chemokine receptor type 6 (Homo sapiens), O00574 | 0.36% of 360,000 active | inhibition, % at 20 µM; in the data active = inhibition above about 34%, passing the limit was not always enough;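 note: antagonist mode with CXCL16 agonist at 10 nM final; 0% = 10 nM CXCL16 with DMSO and 100% = unstimulated wells without agonist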
UPR XBP1 act – activators of adaptive XBP1 UPR arm, primary screen, cell-based, CHO-XBP1 luciferase reporter, luminescence, uHTS | IRE1-XBP1 UPR activation; percent of tunicamycin response, DMSO as zero | activation, % at 20 µM | 0.33% of 330,000 active | AID 463104, 2010;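 active = versus positive control, 20 µM dose yields 30% or more activation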;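 note: 100% = tunicamycin at 10 µg/mL and 0% = DMSO only wells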
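Material: CHO-XBP1 cells stably carrying IRE1-XBP1-driven luciferase reporter / Amount: 1000 cells per well / Compound: 20 µM, 1% DMSO / Times: 6 h treatment, 37 °C / Detection: luciferase luminescence / Measure: % activation of reporter signal versus tunicamycin and DMSO controls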
Mdm2-MdmX inh – inhibitors of human Mdm2-MdmX association, primary screen, cell-based, luminescence, split luciferase, SaOS-2, uHTS. Protein Mdm4 (Homo sapiens) + E3 ubiquitin-protein ligase Mdm2 (Homo sapiens), …. SaOS-2 split-luciferase Mdm2/MdmX complementation. inhibition, % at 8 µM. 3% of 330,000 active. AID 485346, 2010;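 active = inhibition of at least 50% at 8 µM in the primary screen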
tim23-1 inh – growth inhibitors of tim23-1 mutant yeast, primary screen, luminescence, uHTS. S. cerevisiae tim23-1 growth, BacTiter-Glo luminescence, 24 h. inhibition, % at 20 µM. 1.3% of 330,000 active;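 active = growth inhibition of the mutant yeast at or above 50%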;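 note: temperature-sensitive mutant grown at 25 °C; plate controls were DMSO-treated mutant yeast for no effect and medium wells lacking yeast for full effect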
APJ ag – agonists of human apelin receptor APJ, primary screen, CHO-K1 cells, PathHunter beta-arrestin, luminescence | 0% DMSO wells, 100% apelin | activation, % at 20 µM | 0.11% of 330,000 active | AID 2520, 2010;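 active = activation more than six SD over the plate average, tested at 20 µM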;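 note: 0% = DMSO alone and 100% = apelin-13 at 10 nM; some results filed as inactive read as strong as hits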
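Assay system: engineered CHO-K1 APJ arrestin reporter cells; Amount: 1000 CHO-K1 reporter cells seeded per well; Dosing: one dose, 20 µM compound, 1% DMSO; Times: compound stimulation 90 min at 25 °C, detection 60 min; Measured by: luminescent beta-gal fragment complementation, chemiluminescent substrate; Read-out: APJ–arrestin association signal; Controls: DMSO vs Apelin-13 10 nM.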
CHOP UPR activ – activators of apoptotic CHOP UPR arm, primary screen, cell-based, CHO-CHOP luciferase reporter, luminescence, uHTS. UPR activation; percent of tunicamycin response over DMSO baseline. 0.34% of 330,000 active. AID 449763, 2010. activation, % at 10 µM;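 active = at 10 µM dose, activation of 40% or more, normalized to positive control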;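 note: 100% = tunicamycin at 10 µg/mL and 0% = DMSO alone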
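Assay system: CHO-CHOP cells, stable luciferase reporter of PERK-eIF2a-CHOP signalling / Buffer or medium: F12 plus 10% serum / Compound dosing: one dose, 10 µM in 0.5% DMSO / Times: 6 h compound treatment, 37 °C / Technique: luciferase luminescence / Read-out: % reporter activation, DMSO baseline versus tunicamycin full activation / Benchmarks: tunicamycin and DMSO controls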
CCR6 antagonist – CCR6 receptor antagonists, primary screen, cell-based, CHO-K1, luminescence, beta-arrestin, uHTS; CHO-K1 CCR6 PathHunter beta-arrestin, CCL20-stimulated; inhibition, % at 20 µM; 0.49% of 340,000 active; AID 493098, 2011;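 active = compounds whose inhibition of the agonist-driven luminescence signal at 20 µM reaches about 50%, limit read from the data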;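 note: cells stimulated with CCL20 at 14 nM final; plate controls were DMSO with CCL20 for no effect and DMSO without agonist for full effect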
Target sequence (P51684 whole entry, looked up): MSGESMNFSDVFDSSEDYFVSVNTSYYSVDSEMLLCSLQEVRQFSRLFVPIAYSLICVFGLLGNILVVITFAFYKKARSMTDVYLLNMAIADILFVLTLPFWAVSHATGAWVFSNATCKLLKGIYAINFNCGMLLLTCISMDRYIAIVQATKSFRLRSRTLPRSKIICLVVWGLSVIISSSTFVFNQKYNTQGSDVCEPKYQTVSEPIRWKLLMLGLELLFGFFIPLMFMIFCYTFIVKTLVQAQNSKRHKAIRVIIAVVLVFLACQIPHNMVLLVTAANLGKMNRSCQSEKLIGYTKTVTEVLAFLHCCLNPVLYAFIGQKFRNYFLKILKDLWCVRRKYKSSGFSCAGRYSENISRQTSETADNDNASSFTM
EBI2 antag – EBI2 receptor antagonists, beta-arrestin recruitment, primary screen, cell-based, luminescence, 7a,25-OHC stimulation, uHTS | G-protein coupled receptor 183 (Homo sapiens), P32249 | 0.81% of 360,000 active | AID 651636, 2012 | 7a,25-OHC stimulated | inhibition, % at 5 µM; in the data active = inhibition above about 38%;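 note: enzyme fragment complementation signal reports receptor beta-arrestin coupling in cells; 0% = agonist plus DMSO wells and 100% = wells without agonist; some results beyond the cut were filed as inactive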
Active calls of the source: *.

SMILES	APJ antag	CXCR6 block	UPR XBP1 act	Mdm2-MdmX inh	tim23-1 inh	APJ ag	CHOP UPR activ	CCR6 antagonist	EBI2 antag
CNC(=O)c1nnsc1S(=O)c1ccc(Cl)cc1 (stereo unspecified)	26.9	96.1*	-10.0	97.9*	51.6*	-3.7	-10.9	99.3*	6.8
CCN(CC)C(=O)CC(c1ccc2c(c1)OCO2)c1c(OC)cc(OC)c2ccc(=O)oc12 (stereo unspecified)	15.6	6.1	-1.5	-4.3	15.4	6.3	3.2	3.3	-2.3
Cc1cc(NC(=O)c2cccs2)no1	3.8	-1.9	0.9	-16.9	20.5	-5.1	8.9	5.6	-2.3
Cc1cc(C)n2nc(C(=O)OCC(=O)N(C)CC(=O)Nc3ccccc3Cl)nc2n1	18.0	-2.9	-1.0	16.3	-2.5	-0.3	-0.8	4.2	-2.6
NC(=O)[C@H]1CC2(CC(c3cccc(NC(=O)COc4ccc(Cl)cc4)c3)=NO2)CN1C(=O)c1ccccc1C(=O)c1ccccc1 (stereo partly specified)	-13.2	1.6	-1.2	46.0	27.9	9.6	2.5	12.8	13.8
NC(=O)C1CCN(Cc2nnnn2Cc2ccco2)CC1	15.9	0.8	-1.3	-4.9	3.5	-2.2	0.2	1.6	2.6
CSc1ccc(S(=O)(=O)N2CC(=O)Nc3ccccc32)cc1	3.9	-1.9	-4.1	9.2	15.9	-1.5	-1.0	16.0	-9.5
CN1CCCCCC1=Nc1ccccc1C#N	8.8	3.6	3.5	5.3	16.3	-0.8	-0.5	-7.3	-0.3
COc1ccc(NC(=O)CCN2C(=O)c3ccccc3S2(=O)=O)c(OC)c1	-15.5	0.7	-0.2	3.1	2.9	-3.5	-2.0	-3.8	-14.7
CC1(C)Cc2ccccc2-c2nc(CN3CCOCC3)[nH]c(=O)c21	9.4	1.9	2.4	15.0	6.2	-1.5	4.3	-13.9	2.6
O=C(C1CC(=O)N(C2CCCC2)C1)N1CCN(c2cccc(C(F)(F)F)c2)CC1 (stereo unspecified)	8.0	-1.4	-0.9	4.0	19.4	5.8	-0.3	10.4	-6.7
CC1CC(C)(C)N(C(=O)NC2CCCCC2)c2ccccc21 (stereo unspecified)	14.1	-9.7	-2.2	4.9	-0.7	-4.4	1.9	6.5	-2.6
COC(=O)C1=C(C)N(CCc2ccccc2)C(=O)C1(NS(=O)(=O)c1ccc(NC(C)=O)cc1)C(F)(F)F (stereo unspecified)	15.8	-8.3	1.1	65.1*	10.5	-0.8	-0.4	-15.1	1.8
CC1CCCC(C)N1C(=O)CSc1nc(N)cc(N)n1 (stereo unspecified)	-6.1	-5.3	1.7	8.4	12.6	2.6	-0.5	-7.1	-8.9
Cc1ccc(NC(=O)C2CCN(S(=O)(=O)c3c(C)nn(C)c3C)CC2)c(Cl)c1	-0.6	-6.6	-1.3	-5.6	9.0	3.5	-0.8	0.4	-3.9
CC(C)NC(=O)N(C)C[C@H]1Oc2ccc(NS(=O)(=O)c3ccc(Cl)cc3)cc2CC(=O)N([C@@H](C)CO)C[C@@H]1C	8.1	-0.7	-4.4	3.8	0.1	-4.4	-0.3	8.0	-10.5
Cc1cccc(S(=O)(=O)Nc2nc3ccccc3nc2Nc2ccc3c(c2)OCO3)c1	5.2	-11.7	1.1	14.2	12.0	-2.9	0.0	7.4	-13.7
Cc1ccc(S(=O)(=O)CC(O)COc2ccc(F)cc2Cl)cc1 (stereo unspecified)	-5.8	-1.3	-3.2	-0.1	16.2	-1.9	-1.3	8.7	-9.9
COc1ccc(Br)cc1/C=C1\Oc2ccccc2NC1=O	-3.6	-5.6	-1.6	-2.7	21.1	-3.4	-0.5	-17.1	-8.9
COc1ccc(-n2c(Cc3cccn3C)nnc2SCC(=O)Nc2ccc(C)cc2C)cc1	12.6	0.0	-1.3	38.1	41.1	-2.4	-0.6	9.2	34.7
O=C(Cn1nnc(-c2ccc3c(c2)OCO3)n1)NCc1ccccc1	-1.1	4.3	-0.6	22.3	-8.9	-0.9	1.3	7.6	-12.7
COc1ccc(N2CC(C(=O)N[C@@H](CC(C)C)C(=O)NC3CCCCC3)CC2=O)cc1 (stereo partly specified)	-1.6	5.2	-5.3	20.6	5.4	-3.5	-0.9	14.5	9.9
CCCCn1c(CCC(=O)O)nc2cc(S(=O)(=O)N(CC)CC)ccc21	-15.6	0.6	-1.5	2.1	18.4	-1.0	-3.3	9.6	4.9
CC1(C)CC(=O)C(c2c[nH]c3ccccc23)C(=O)C1	8.4	-17.5	3.0	7.9	13.2	-4.6	0.4	-2.4	-8.1
CS(=O)(=O)Nc1ccc2c(c1)C(=O)OC2	0.6	-9.6	-1.0	5.0	-5.1	-1.6	0.4	-7.0	-13.9
CCN=C1NN=C(c2c[nH]c3ccccc23)CS1	6.2	3.3	-3.5	-92.4	14.1	-3.2	0.4	4.8	-4.9
c1ccc(CNc2ccccn2)cc1	-2.2	0.6	-3.0	-4.2	1.6	-0.7	0.0	3.2	-7.8
COc1ccc(CCN2C(=O)CSC2c2cccc([N+](=O)[O-])c2)cc1OC (stereo unspecified)	14.1	1.5	0.6	16.6	17.2	-2.0	1.0	-0.9	3.2
COc1ccccc1-c1cc2nc(C)c(CCC(=O)NCc3ccc(F)cc3)c(C)n2n1	0.7	-7.7	-2.4	-2.7	-24.0	-3.5	2.6	-4.3	17.7
CC(NC(=O)CSc1nc(=O)cc(N)n1-c1ccccc1)c1ccccc1 (stereo unspecified)	1.8	-0.4	1.5	17.7	13.4	1.7	-0.4	6.4	-8.7
Cc1ccc(C(=O)N/C(=C\c2ccc(Cl)cc2)C(=O)NCC2CCCO2)cc1 (stereo unspecified)	13.7	0.9	-0.7	-14.8	15.9	1.3	0.5	4.9	1.7
O=C(Cc1ccccc1)NCC(=O)OCc1ccc([N+](=O)[O-])cc1	-5.6	-1.6	-0.6	-29.9	4.7	-2.9	2.2	10.8	-13.6
COc1cccc(OCCNC(=O)CSc2ccc(C(F)(F)F)cc2[N+](=O)[O-])c1	9.1	-7.3	-1.5	7.8	12.2	-3.7	-0.9	-7.4	-2.3
Cc1ccc(NC(=O)CC(C)N2CCCC2)cc1 (stereo unspecified)	-1.4	-0.8	-1.6	5.1	-0.5	-5.1	1.6	-11.8	-8.3
COc1ccc(/C(C)=N/NS(=O)(=O)c2ccccc2)c(OC)c1	-4.7	2.1	-4.0	7.6	10.9	-0.9	2.2	3.4	2.8
COc1ccc(N/C=C2\C(=O)CCc3c2oc2cc(Cl)c(O)c(Cl)c32)cc1	9.2	9.1	1.6	48.8	-1.5	-2.2	3.0	12.3	0.5
COc1ccc(N2C(=O)c3ccccc3NC2c2ccc(OC)c(COc3ccccn3)c2)cc1 (stereo unspecified)	2.7	16.3	1.0	-20.0	16.5	0.5	1.7	24.9	5.0
COc1ccc2nc(C(F)(F)C(F)(F)F)c(C#N)c(N)c2c1	-8.3	-6.1	-2.4	18.2	-31.7	1.6	1.0	-11.2	-7.7
Cc1cc(C)cc(Oc2ccc(NC(=O)C3CC=CCC3C(=O)O)cc2)c1 (stereo unspecified)	10.6	-5.9	-3.0	13.3	13.0	-0.4	1.1	5.5	0.5
O=C(Nc1nc(C2C3CC4CC(C3)CC2C4)cs1)c1cc2cc([N+](=O)[O-])ccc2oc1=O (stereo unspecified)	-1.0	9.0	5.8	20.5	25.0	3.0	1.8	0.4	27.3
Cc1cc(C)cc(N(CC(=O)NCc2ccccc2Cl)S(=O)(=O)c2c(C)[nH]c(=O)[nH]c2=O)c1	-5.9	2.1	-1.4	2.7	23.5	10.6	-1.5	-16.7	-6.4
CCOC(=O)C1(Cc2cccc(OC)c2)CCN(Cc2cccc3cnccc23)CC1	12.1	-3.4	0.9	21.8	-29.3	-3.7	-0.1	15.5	8.2

An excerpt from further up, for reference:
SMILES	APJ antag	CXCR6 block	UPR XBP1 act	Mdm2-MdmX inh	tim23-1 inh	APJ ag	CHOP UPR activ	CCR6 antagonist	EBI2 antag
O=C(Cc1ccccc1)NCC(=O)OCc1ccc([N+](=O)[O-])cc1	-5.6	-1.6	-0.6	-29.9	4.7	-2.9	2.2	10.8	-13.6
COc1cccc(OCCNC(=O)CSc2ccc(C(F)(F)F)cc2[N+](=O)[O-])c1	9.1	-7.3	-1.5	7.8	12.2	-3.7	-0.9	-7.4	-2.3
Cc1ccc(NC(=O)CC(C)N2CCCC2)cc1 (stereo unspecified)	-1.4	-0.8	-1.6	5.1	-0.5	-5.1	1.6	-11.8	-8.3
COc1ccc(/C(C)=N/NS(=O)(=O)c2ccccc2)c(OC)c1	-4.7	2.1	-4.0	7.6	10.9	-0.9	2.2	3.4	2.8
COc1ccc(N/C=C2\C(=O)CCc3c2oc2cc(Cl)c(O)c(Cl)c32)cc1	9.2	9.1	1.6	48.8	-1.5	-2.2	3.0	12.3	0.5
COc1ccc(N2C(=O)c3ccccc3NC2c2ccc(OC)c(COc3ccccn3)c2)cc1 (stereo unspecified)	2.7	16.3	1.0	-20.0	16.5	0.5	1.7	24.9	5.0
COc1ccc2nc(C(F)(F)C(F)(F)F)c(C#N)c(N)c2c1	-8.3	-6.1	-2.4	18.2	-31.7	1.6	1.0	-11.2	-7.7
Cc1cc(C)cc(Oc2ccc(NC(=O)C3CC=CCC3C(=O)O)cc2)c1 (stereo unspecified)	10.6	-5.9	-3.0	13.3	13.0	-0.4	1.1	5.5	0.5
O=C(Nc1nc(C2C3CC4CC(C3)CC2C4)cs1)c1cc2cc([N+](=O)[O-])ccc2oc1=O (stereo unspecified)	-1.0	9.0	5.8	20.5	25.0	3.0	1.8	0.4	27.3
Cc1cc(C)cc(N(CC(=O)NCc2ccccc2Cl)S(=O)(=O)c2c(C)[nH]c(=O)[nH]c2=O)c1	-5.9	2.1	-1.4	2.7	23.5	10.6	-1.5	-16.7	-6.4
CCOC(=O)C1(Cc2cccc(OC)c2)CCN(Cc2cccc3cnccc23)CC1	12.1	-3.4	0.9	21.8	-29.3	-3.7	-0.1	15.5	8.2

These rows are one share of the data; count on the stated rates, not on these rows.
